CIT2-GFP yeast – modulators of TOR pathway CIT2-GFP in S. cerevisiae | S. cerevisiae CIT2-GFP strain, flow cytometry, 3 h; 100 means same as DMSO wells | GFP response vs DMSO, % at 10 µM | hit rate 0.065% among 320,000;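 active = GFP response relative to DMSO above a set limit, near the screen mean plus 3 SD, cut at about 150% in these data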;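 also: ratio of well median GFP fluorescence to mean of DMSO wells on the plate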
CR mimetic SO – lowers age-related superoxide in aged yeast cells; S. cerevisiae aged cells, superoxide DHE fluorescence; hits give low values; superoxide response (% of plate mean), % at 10 µM; hit rate 0.18% among 330,000; AID 2690;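 active = superoxide response under a set limit, about three screen SD below normal, cut at about 65% in these data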;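 also: yeast aged for seven days with compound at 30 °C before DHE staining; 100% = average MFI of all compound-treated wells on the plate with controls excluded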
RPL19A-GFP yeast – yeast TOR pathway RPL19A-GFP modulation. S. cerevisiae RPL19A-GFP strain, flow cytometry, 3 h; hits give low values. percent response vs DMSO, % at 10 µM. hit rate 0.3% among 330,000. AID 2025;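 active = percent response vs DMSO below 50%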;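 also: median channel GFP fluorescence of the barcoded RPL19A-GFP strain; ratio of sample median GFP to plate DMSO average so 100% = DMSO; lower means less RPL19A-GFP as with rapamycin TOR inhibition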
AGP1-GFP MLPCN – yeast TOR pathway AGP1-GFP modulation; S. cerevisiae AGP1-GFP multiplex flow cytometry, 3 h; GFP as percent of DMSO wells; AID 2066; GFP response vs DMSO, % at 10 µM; hit rate 0.02% among 320,000;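 active = GFP response relative to DMSO above a set limit, near screen average plus 3 SD, cut at about 150% in these data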;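 also: median GFP channel fluorescence of the gated AGP1 strain per well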
Efflux pump inh – blocks antifungal efflux pumps in multiplex yeast assay. S. cerevisiae Candida pump triplex, Nile Red efflux. hit rate 0.44% among 330,000. inhibition, % at 10 µM;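 active = plate passing quality check with inhibition over a set limit, or well fluorescence over plate mean plus 4 SD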;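 also: Nile Red retained in pooled yeast measured as flow cytometry median fluorescence; 0% = buffer negative control and 100% = Enniatin B positive control; higher means more Nile Red kept so more efflux inhibition; some compounds called inactive have numbers as strong as hits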
LAP4-GFP MLPCN – yeast TOR pathway LAP4-GFP modulation; hit rate 0.34% among 320,000; GFP response vs DMSO, % at 10 µM; S. cerevisiae LAP4-GFP multiplex, flow cytometry GFP, 3 h; median GFP as percent of DMSO wells;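 active = GFP response vs DMSO above a set limit, about the screen mean plus 3 SD, cut at about 150% in these data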
AHR activator – activates the human aryl hydrocarbon receptor; P35869; AHR-responsive luciferase reporter cells, luminescence; activation, % at 5 µM; hit rate 2.5% among 320,000; AID 2796; in the data active = activation above about 47%;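 also: 0% = vehicle wells and 100% = reference agonist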
Target sequence (P35869 whole entry, looked up): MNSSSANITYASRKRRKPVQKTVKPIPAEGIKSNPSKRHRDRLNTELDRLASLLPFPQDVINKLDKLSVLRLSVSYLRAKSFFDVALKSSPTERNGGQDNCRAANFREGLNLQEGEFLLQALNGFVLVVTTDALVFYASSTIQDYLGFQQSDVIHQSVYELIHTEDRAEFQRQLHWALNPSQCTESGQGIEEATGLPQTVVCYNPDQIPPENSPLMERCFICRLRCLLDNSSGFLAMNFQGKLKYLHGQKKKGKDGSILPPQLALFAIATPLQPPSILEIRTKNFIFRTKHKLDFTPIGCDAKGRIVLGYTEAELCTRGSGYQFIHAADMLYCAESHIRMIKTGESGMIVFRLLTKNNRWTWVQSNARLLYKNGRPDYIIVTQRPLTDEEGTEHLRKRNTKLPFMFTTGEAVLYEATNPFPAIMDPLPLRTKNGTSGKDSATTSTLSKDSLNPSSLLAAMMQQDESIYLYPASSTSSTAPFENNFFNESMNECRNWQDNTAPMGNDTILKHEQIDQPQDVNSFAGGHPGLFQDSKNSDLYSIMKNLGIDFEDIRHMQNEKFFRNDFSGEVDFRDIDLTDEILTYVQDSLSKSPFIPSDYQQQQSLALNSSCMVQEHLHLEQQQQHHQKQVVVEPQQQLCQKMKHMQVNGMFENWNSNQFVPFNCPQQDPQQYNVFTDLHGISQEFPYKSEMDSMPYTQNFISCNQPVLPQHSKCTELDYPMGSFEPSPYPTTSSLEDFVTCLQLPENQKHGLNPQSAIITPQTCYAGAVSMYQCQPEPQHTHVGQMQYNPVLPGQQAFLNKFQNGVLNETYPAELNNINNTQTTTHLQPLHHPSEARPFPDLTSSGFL
MEP2-GFP yeast – alters MEP2-GFP fluorescence in TOR pathway yeast screen; hit rate 0.51% among 330,000; S. cerevisiae MEP2-GFP strain, flow cytometry GFP, 3 h; 100% = DMSO control level; GFP response vs DMSO, % at 10 µM;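 active = GFP response versus DMSO above a set limit, roughly screen mean plus 3 SD, cut at about 180% in these data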;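 also: median GFP fluorescence of the barcode-gated MEP2-GFP cells per well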
Starred values were filed as active, the others as inactive; i = inactive; · = no result given.

SMILES	CIT2-GFP yeast	CR mimetic SO	RPL19A-GFP yeast	AGP1-GFP MLPCN	Efflux pump inh	LAP4-GFP MLPCN	AHR activator	MEP2-GFP yeast
CCOc1ccccc1N1CCN(C(=O)c2ccc3[nH]c4c(c3c2)CCCC4)CC1	111	100	104	109	-0.1	104	0	112
O=C(/C=N/O)NCCCN1CCCCCC1	102	124	98	102	0.1	94	0	106
O=C(c1ccccc1F)N(Cc1nc2ccccc2c(=O)[nH]1)C1CCCC1	88	110	96	91	0.5	108	2	94
COc1ccc(NS(=O)(=O)c2ccc(NS(C)(=O)=O)cc2)cc1	103	85	97	101	0.0	100	0	100
CSc1nnc(-c2ccc(NC(=O)CCc3ccccc3)cc2)n1C	96	116	96	100	0.5	104	-1	106
Cc1ccc(C)c(NS(=O)(=O)c2cc(C(=O)Nc3cccc(N(C)S(C)(=O)=O)c3)ccc2C)c1	101	98	103	104	-0.1	97	11	111
CN(C)c1ccc(C(C(=O)NCc2ccccc2)N(Cc2ccco2)C(=O)c2snc(C(N)=O)c2N)cc1 (configuration not stated)	102	110	102	106	0.1	99	24	104
Cc1ccc(Nc2cc(C)nc3nc(C)nn23)c(C)c1	105	110	101	101	0.0	92	17	99
O=C1OC2CCC1(c1ccccc1)C2 (configuration not stated)	89	104	86	87	-0.1	88	1	92
O=C(NCC(c1ccco1)N1CCCC1)c1ccc(S(=O)(=O)Nc2ccccc2Cl)cc1 (configuration not stated)	100	146	100	98	-0.2	98	2	103
CCOC(Cn1c(CCCO)nc2ccccc21)OCC	102	101	100	100	0.0	104	-3	101
Cc1ccccc1S(=O)(=O)Cc1ccc(C(=O)N2CCN(c3ccccc3F)CC2)o1	100	113	98	97	0.1	94	3	96
CCCCCCCCCCC[C@@H](C[C@@H]1OC(=O)[C@H]1CCCCCC)OC(=O)[C@H](CC(C)C)NC=O	92	92	100	93	0.4	106	-2	99
O=C(Nc1ccc2c(c1)C(=O)OC2)c1ccccc1Cl	108	119	106	111	-0.1	92	30	104
C/C(N)=C(/C#N)C(=O)CSc1nc2ccccc2c(=O)n1Cc1ccc(F)cc1	99	99	96	102	0.0	104	3	96
Cc1nnc2c(NCCc3ccccc3)nc3ccccc3n12	93	102	104	100	0.2	98	17	103
CSc1nc(N)nc(-c2cccs2)c1C#N	110	89	100	89	-0.2	84	-4	101
O=C(COc1ccc(-c2ccccc2)cc1)N/N=C/c1cccnc1	94	95	97	100	0.0	104	16	98
COC(=O)C1=C(CS(=O)(=O)c2ccccc2)NC(=O)NC1c1ccc(O)cc1 (configuration not stated)	93	107	99	97	0.3	97	-1	109
O=C(NCCCCNCCCNC(=O)c1ccccc1)c1ccccc1	101	91	100	103	0.0	96	2	98
COc1c2ccoc2cc2oc(=O)ccc12	98	102	97	96	-0.1	94	24	101
Cc1ccc(NC(=O)COC(=O)c2cccc3c(=O)c(C)c(-c4ccccc4)oc23)cc1	92	95	102	101	-0.1	121	-2	113
Cc1ccc(NC(=S)NC2CCN(Cc3ccccc3)CC2)cc1	116	89	111	104	0.0	84	4	98
COc1ccc(OCC(=O)Nc2c(C(=O)N3CCN(C)CC3)oc3ccccc23)cc1	103	i	103	107	-0.2	108	9	105
COc1ccc(CNC(=O)c2noc3c2CCCC3)cc1	111	97	110	111	0.1	113	6	110
SMILES	CIT2-GFP yeast	CR mimetic SO	RPL19A-GFP yeast	AGP1-GFP MLPCN	Efflux pump inh	LAP4-GFP MLPCN	AHR activator	MEP2-GFP yeast
CCC(C)C(NC(=O)C1CCC(=O)N1C(=O)OCc1ccccc1)C(=O)NC(Cc1ccccc1)C(N)=O (configuration not stated)	102	97	102	104	0.2	102	-3	98
C/C(=N\N=C(c1ccccc1)c1ccccc1)c1ccco1	101	104	102	100	-0.1	104	2	102
CC(C)(C)C(=O)COC(=O)CNC(=O)c1ccc(Oc2ccccc2)cc1	106	104	101	108	0.0	107	0	114
Cc1onc(-c2c(F)cccc2Cl)c1C(=O)NC(=S)NC1CCSC1=O (configuration not stated)	101	112	103	90	0.8	93	0	111
CCCCOc1ccc(NC(=S)Nc2cc(C)nc(SCCCC)n2)cc1	90	119	101	98	0.2	95	2	91
COc1cc2c(cc1OC)C[N+](C)(C)CC2	101	108	101	107	0.3	105	0	109
COc1ccccc1-c1csc(NC(=O)c2cc(-c3cccs3)nc3ccccc23)n1	97	107	104	101	-0.1	91	7	99
O=C(/C=C/c1ccccc1)NCc1cccnc1	91	101	97	99	0.2	107	11	97
O=C(C1CC(=O)N(c2ccccc2)C1)N1CCN(C2=NS(=O)(=O)c3ccccc32)CC1 (configuration not stated)	98	94	102	101	0.0	101	-1	104
N#Cc1c(-c2ccccc2)cc(-c2cccs2)nc1SCC(=O)O	101	100	107	94	1.3*	97	19	104
CC(CN1CCOCC1)OC(=O)c1ccc(Cl)cc1Cl (configuration not stated)	115	94	106	104	-0.1	83	-1	102
CC(O)CNc1ncnc2nc[nH]c12 (configuration not stated)	101	102	100	107	0.0	106	2	107
CC(=O)Nc1cccc(NS(=O)(=O)c2cccc3nsnc23)c1	108	105	102	107	0.0	100	2	105
COc1ccc(OC)c(C(=O)N2CCC(C(=O)c3ccc(F)cc3)CC2)c1	89	96	102	98	0.0	110	7	100
COc1ccc2cc(S(=O)(=O)NC3CC(C)(C)NC(C)(C)C3)ccc2c1	106	103	96	103	-0.3	107	2	106
CCC(=O)Nc1ccc(NC(=O)c2ccccc2Cl)nc1	105	93	99	103	0.0	98	0	100
Nc1nc(SCC(=O)c2cccs2)n[nH]1	106	90	102	102	0.0	96	4	105
COc1ccccc1NC(=O)C(=O)NCC1CCCN1S(=O)(=O)c1cccs1 (configuration not stated)	109	100	100	109	0.0	110	6	96
CCOc1ccc(C(=O)NC(C)C2COc3ccccc3O2)cc1 (configuration not stated)	100	89	101	100	-0.1	104	4	108
CC(C)OC(=O)CSc1nnc(-c2cnccn2)n1-c1ccc(Cl)cc1	99	111	100	98	0.0	96	-2	101
CN(CC(=O)N1CCCCC1)S(=O)(=O)c1cccc2nsnc12	95	96	100	102	-0.1	94	4	96
COc1ccc(OC)c(C2=NOC(C(=O)N3CCN(c4ccccc4)CC3)C2)c1 (configuration not stated)	91	112	94	95	-0.1	107	1	103
Cc1cnc(C(=O)Oc2c(C)ccc(C)c2C)cn1	97	91	91	87	-0.2	101	1	94
CC(C)CC(=O)NC(c1ccccc1Cl)c1c(O)ccc2ccccc12 (configuration not stated)	110	120	109	105	0.0	100	2	106
C=CCNC(=O)c1ccccc1NC(=O)c1ccc(Cl)c(S(=O)(=O)Nc2cccc(C)c2C)c1	92	101	103	97	-0.1	86	6	96

Gathered by group, the compounds so far containing an NH in an aromatic ring (four)
SMILES	CIT2-GFP yeast	CR mimetic SO	RPL19A-GFP yeast	AGP1-GFP MLPCN	Efflux pump inh	LAP4-GFP MLPCN	AHR activator	MEP2-GFP yeast
CCOc1ccccc1N1CCN(C(=O)c2ccc3[nH]c4c(c3c2)CCCC4)CC1	111	100	104	109	-0.1	104	0	112
O=C(c1ccccc1F)N(Cc1nc2ccccc2c(=O)[nH]1)C1CCCC1	88	110	96	91	0.5	108	2	94
CC(O)CNc1ncnc2nc[nH]c12 (configuration not stated)	101	102	100	107	0.0	106	2	107
Nc1nc(SCC(=O)c2cccs2)n[nH]1	106	90	102	102	0.0	96	4	105

The results go on.
SMILES	CIT2-GFP yeast	CR mimetic SO	RPL19A-GFP yeast	AGP1-GFP MLPCN	Efflux pump inh	LAP4-GFP MLPCN	AHR activator	MEP2-GFP yeast
O=C(NC1CCCCC1)C1CCC(CNS(=O)(=O)c2ccccc2)CC1 (configuration not stated)	101	106	108	106	0.0	110	·	108
C=CCSc1nc2ccccc2n1C(=O)/C=C/c1ccc(OC)c(OC)c1	123	97	·	118	0.2	106	-2	104
COc1ccc(OCc2ccc(C(=O)O)cc2)cc1	104	102	100	93	0.0	104	6	102
CCn1cnc2sc(-c3ccccc3)cc2c1=O	100	105	98	95	0.0	109	-4	101
Cc1noc(C)c1CSCC(=O)Nc1ccc(S(=O)(=O)C(F)F)cc1	85	110	94	94	0.2	98	6	102
COc1ccccc1NC(=O)CSc1nnc(COc2ccccc2C)o1	94	96	96	90	0.0	91	8	90
COc1ccc2oc(C(=O)OCC(=O)Nc3cccc(S(=O)(=O)N4CCOCC4)c3)c(C)c2c1	85	119	88	92	0.2	93	-2	88
Cc1cccc(C(=O)NC2CCN(C(=O)Nc3ccc(F)cc3)CC2)c1	108	90	103	106	0.1	98	3	106
CN1COc2ccc3ccccc3c2C1	102	128	108	106	0.1	105	26	103
Cn1cc(Cl)c(C(=O)OCC(=O)c2ccccc2)n1	100	85	106	100	0.0	95	0	110
CN(C)c1ccc(C(=O)OCC(=O)NCCCc2ccccc2)cc1	87	99	103	90	0.1	114	0	109
CCOc1cc(C(=O)Nc2cccc(OCC(=O)N3CCOCC3)c2)cc(OCC)c1OCC	88	93	95	90	0.2	78	3	98
CC(NC(=S)NNS(=O)(=O)c1ccc(C(C)(C)C)cc1)c1ccccc1 (configuration not stated)	99	100	100	105	0.0	88	13	104
CCn1nc(C)c(CNC(=O)C2CCC(=O)N(CCc3ccc(OC)cc3)C2)c1C (configuration not stated)	104	102	100	106	0.1	105	1	104
Cc1ccc(NC(=O)COC(=O)c2ccc(NC(=O)CC#N)cc2)cc1S(=O)(=O)N1CCOCC1	95	122	96	98	0.1	96	1	98
CC(C)(C)NS(=O)(=O)NC(=O)C1=C(N2CCCC2)COC1=O	89	109	93	100	0.0	101	1	95
COc1ccc(C2C(=O)N(C3CCCCC3)CC(=O)N2CC2COc3ccccc3O2)cc1 (configuration not stated)	104	103	100	102	0.0	99	-4	102
Clc1ccc(C2=CSC3=Nc4cccc5cccc(c45)N23)cc1	97	106	103	96	0.3	113	34	105
Cc1ccc(-n2c(C)nc3c(cnn3-c3ccccc3Cl)c2=O)cc1C	97	101	99	95	0.3	95	1	99
CCn1c(SCC(=O)N(Cc2ccccc2)C2CCS(=O)(=O)C2)nc2ccccc2c1=O (configuration not stated)	104	100	102	108	0.0	111	1	105
COC(=O)CCCC(=O)NCC1(N(C)Cc2ccccc2)Cc2ccccc2C1	100	101	103	102	0.0	95	2	111
CC(C)(C)NC(=O)CCN(/N=C/c1ccncc1)C1=NS(=O)(=O)c2ccccc21	99	77	105	112	-0.2	116	3	102
CCCCN=c1sc(C(=O)OC)cc(=O)n1CCCC	101	133	104	100	0.2	104	-1	100
COC(=O)c1ccc(NS(=O)(=O)c2c(C)[nH]c(C)c2C(=O)N2CCCC2)cc1	109	101	100	109	0.1	88	-2	104
Cc1oc(C(=O)O)cc1COc1cccc2ccccc12	90	110	97	97	-0.1	97	6	100
SMILES	CIT2-GFP yeast	CR mimetic SO	RPL19A-GFP yeast	AGP1-GFP MLPCN	Efflux pump inh	LAP4-GFP MLPCN	AHR activator	MEP2-GFP yeast
COc1cccc(C2NC(=O)c3sc(=S)n(-c4ccccc4)c3N2)c1 (configuration not stated)	104	91	103	101	0.0	97	-2	103
CCCCOC(=O)C1[C@H]2C(=O)N(Cc3cccs3)C[C@]23C=C[C@H]1O3 (some centres not stated)	106	131	102	103	-0.4	95	1	100
CSc1nc(Oc2ccc3ccccc3c2)c2sccc2n1	98	100	97	96	0.1	97	7	103
Cc1ccc(NC(=S)NCC2CCCO2)cc1 (configuration not stated)	97	105	95	93	-0.1	94	5	93
Cc1c(C(=O)Nc2ccc(OC(F)(F)F)cc2)sc2nc3n(c(=O)c12)CCC3	110	115	97	78	-0.1	105	-6	109
COc1cc(/C=C2/C(=O)ON=C2C)ccc1OCc1ccccc1F	98	112	95	92	0.0	123	1	94
CC1CC(C)CN(CCCNS(=O)(=O)c2ccc3c(c2)CCN3C(=O)C2CC2)C1 (configuration not stated)	100	98	100	115	-0.1	110	0	100

High-throughput results: PubChem, several laboratories
